CHOP UPR activ – activators of apoptotic arm of unfolded protein response (CHOP). AID 449763. activation, % at 10 µM. CHO-CHOP luciferase reporter, UPR activation, luminescence; percent of tunicamycin response over DMSO baseline. 0.34% of 330,000 active;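 active = at 10 µM dose, activation of 40% or more, normalized to positive control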;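 also: 100% = tunicamycin at 10 µg/mL and 0% = DMSO alone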
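Material: CHO-CHOP cells, stable luciferase reporter of PERK-eIF2a-CHOP signalling; quantity: 500 reporter cells seeded per well; buffer or medium: F12 medium containing 10% fetal bovine serum; compound: one dose, 10 µM in 0.5% DMSO; incubation: 6 h compound treatment, 37 °C; measured by: Steady-Glo luciferase luminescence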
TIM10 inh – growth inhibitors of TIM10 yeast strain; inhibition, % at 10 µM; 1.4% of 330,000 active; S. cerevisiae TIM10 strain growth, BacTiter-Glo luminescence, 24 h;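 active = inhibition of 40% or more at the single tested concentration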;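 also: wild-type TIM10 isogenic control strain grown at permissive 25 °C; 0% = DMSO yeast wells and 100% = minimal medium wells without yeast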
697 NFkB inh – lowers PMA/ionomycin-induced NF-kB signal in 697 B cells; 0.33% of 330,000 active; inhibition, % at 4 µM; 697 B-cell NF-kB luciferase reporter, 16 h; in the data active = inhibition above about 35%
Mdm2-MdmX inh – inhibitors of human Mdm2/MdmX interaction; SaOS-2 split-luciferase Mdm2/MdmX complementation, luminescence; O15151+Q00987; inhibition, % at 8 µM; 3% of 330,000 active;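 active = inhibition of at least 50% at 8 µM in the primary screen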
Target sequence (O15151 whole entry, looked up): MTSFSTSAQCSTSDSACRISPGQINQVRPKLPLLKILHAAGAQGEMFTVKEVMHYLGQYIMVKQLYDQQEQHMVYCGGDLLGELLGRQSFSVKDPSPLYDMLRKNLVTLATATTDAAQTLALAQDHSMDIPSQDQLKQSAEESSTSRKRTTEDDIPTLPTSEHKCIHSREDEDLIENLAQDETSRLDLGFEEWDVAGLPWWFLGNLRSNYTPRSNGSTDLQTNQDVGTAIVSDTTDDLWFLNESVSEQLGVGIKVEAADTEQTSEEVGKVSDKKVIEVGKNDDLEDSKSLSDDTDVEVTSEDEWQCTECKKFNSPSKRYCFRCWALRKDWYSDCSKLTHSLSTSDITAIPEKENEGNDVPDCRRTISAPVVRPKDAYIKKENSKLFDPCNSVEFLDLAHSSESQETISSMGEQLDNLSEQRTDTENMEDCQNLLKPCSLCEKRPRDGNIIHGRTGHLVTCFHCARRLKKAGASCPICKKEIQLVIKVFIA
Target sequence (Q00987 whole entry, looked up): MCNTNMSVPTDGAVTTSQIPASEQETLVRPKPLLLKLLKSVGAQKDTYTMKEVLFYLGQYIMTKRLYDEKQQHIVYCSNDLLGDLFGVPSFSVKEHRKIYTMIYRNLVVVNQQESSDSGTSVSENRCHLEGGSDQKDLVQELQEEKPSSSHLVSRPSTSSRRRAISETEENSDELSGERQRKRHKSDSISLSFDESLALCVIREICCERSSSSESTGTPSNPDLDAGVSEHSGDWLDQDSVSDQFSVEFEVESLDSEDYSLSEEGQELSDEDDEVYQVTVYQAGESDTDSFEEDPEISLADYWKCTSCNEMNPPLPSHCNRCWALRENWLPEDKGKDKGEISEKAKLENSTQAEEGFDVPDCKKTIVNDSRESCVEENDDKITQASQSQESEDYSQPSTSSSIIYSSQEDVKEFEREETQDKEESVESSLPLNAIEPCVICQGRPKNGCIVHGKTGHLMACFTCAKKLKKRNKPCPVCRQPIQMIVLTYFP
tim10-1 inh – tim10-1 yeast growth inhibition; inhibition, % at 20 µM; S. cerevisiae tim10-1 ts strain growth, BacTiter-Glo, 24 h; AID 463190; 2.2% of 330,000 active;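 active = inhibition of at least 40%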;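 also: mutant grown at 25 °C; 0% = DMSO wells with yeast and 100% = wells holding no yeast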
Jurkat NFkB inh – lowers PMA/ionomycin-induced NF-kB signal in Jurkat cells; PMA/ionomycin-induced NF-kB luciferase reporter, luminescence; inhibition, % at 4 µM; 0.53% of 330,000 active; AID 435003; in the data active = inhibition above about 50%
UPR XBP1 act – adaptive UPR (XBP1) activation; 0.33% of 330,000 active; CHO-XBP1 luciferase reporter, IRE1-XBP1 UPR activation, luminescence; percent of tunicamycin response, DMSO as zero; AID 463104; activation, % at 20 µM;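 active = versus positive control, 20 µM dose yields 30% or more activation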;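 also: 100% = tunicamycin at 10 µg/mL and 0% = DMSO only wells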
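Material: CHO-XBP1 cells stably carrying IRE1-XBP1-driven luciferase reporter | Medium: F12 with 10% serum | Compound dosing: 20 µM single concentration, DMSO 1% | Incubation: Overnight seeding at 37 °C, 6 h compound treatment at 37 °C | Detection: Steady-Glo luminescence read | Read-out basis: % activation of reporter signal versus tunicamycin and DMSO controls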
tim23-1 inh – tim23-1 yeast growth inhibition | 1.3% of 330,000 active | inhibition, % at 20 µM | S. cerevisiae tim23-1 growth, BacTiter-Glo luminescence, 24 h;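 active = growth inhibition of the mutant yeast at or above 50%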;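 also: temperature-sensitive mutant grown at 25 °C; plate controls were DMSO-treated mutant yeast for no effect and medium wells lacking yeast for full effect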
* hit, by the source's call; & = joins results of further samples.

SMILES | CHOP UPR activ | TIM10 inh | 697 NFkB inh | Mdm2-MdmX inh | tim10-1 inh | Jurkat NFkB inh | UPR XBP1 act | tim23-1 inh
O=C1CCCN1CCCNCC(O)c1ccccc1 (centres undefined) | 3.6 | 11 | -33 | 6 | 16 | -55 | -5 | 9
O=C(NCc1ccco1)c1ccc(=O)[nH]n1 | -0.3 | -1 | -44 | -14 | 19 | -12 | 3 | 9
N#Cc1ccc(C(=O)OCC(=O)Nc2cccc(S(=O)(=O)N3CCCCC3)c2)cc1 | -2.1 | 9 | 8 | 7 | -7 | -6 | -1 | -1
COc1cccc(C2/C(=C(/O)c3cnn(-c4ccccc4)c3C)C(=O)C(=O)N2CCN(C)C)c1 (centres undefined) | 1.2 | -3 | -1 | -2 | 1 | -5 | -1 | 11
CCCCN(C(=O)c1[nH]c(C)c(C(C)=O)c1C)c1c(N)n(CCCC)c(=O)[nH]c1=O | 1.6 | -4 | 19 | 2 | -4 | 7 | -1 | 0
CCN(CC)CCCC(C)NC(=O)c1cc(=O)c2ccccc2o1 (centres undefined) | -1.1 | -15 | 18 | 6 | 5 | -2 | -1 | 0
Cc1nnc(SCC(=O)N2CCOCC2)[nH]c1=O | 2.7 | 10 | 7 | -6 | 7 | 2 | 1 | 2
Cc1ccc(O)c(C2=NCCNC(C(F)(F)F)=C2)c1 | -1.0 | 5 | 7 | -19 | -22 | 6 | 0 | -8
Brc1ccc2c(c1)[C@H]1OCC[C@H]1[C@@H](c1cccs1)N2 | -1.2 | 12 | -38 | 46 | 16 | 15 | 0 | 21
COc1cc(S(=O)(=O)N2CCOCC2)ccc1NC(=O)CSc1nnc(N)s1 | -1.2 | 9 | 13 | 13 | 5 | 14 | 0 | 4
C#CCOCCOCCOCCNc1nc(N2CCOCC2)nc(N2CCN(C(=O)[C@H](CC(N)=O)n3cc(C(N)[C@@H](C)CC)nn3)CC2)n1 (some centres undefined) | -1.4 | 2 | -20 | -3 | -16 | 4 | -1 | -4
O=C(OCc1nc2ccccc2s1)c1cccc(N2C(=O)CCC2=O)c1 | 0.6 | -3 | -12 | -6 | 11 | -10 | 1 | 13
CC(=O)CC(=O)Nc1ccc(Cl)cn1 | -1.4 | 12 | 3 | 12 | 14 | 0 | -2 | 25
O=C(COC(=O)c1ccc(N2CCOCC2)c([N+](=O)[O-])c1)Nc1ccc2c(c1)OCO2 | -0.5 | 2 | -52 | 6 | 12 | 21 | 0 | 8
COCCN(Cc1nc(-c2ccc(-c3ccccc3)cc2)oc1C)C(C)C | 3.0 | 3 | -322 | -26 | 15 | -25 | -4 | 27
CCCc1nc2ccccc2n1CC(O)COc1ccc(NC(C)=O)cc1 (centres undefined) | -2.8 | -9 | 4 | 17 | -7 | -6 | -1 | 8
CCOC(=O)C1C(c2ccccc2)C(C(=O)OCC)S(=O)(=O)C(CCN(CC)CC)S1(=O)=O (centres undefined) | -1.8 | -5 | 7 | -2 | 17 | -17 | -2 | 12
Cc1ccc(C(=O)N2CCC(C(=O)c3c(C)cc(C)cc3C)CC2)cc1 | 0.2 | 11 | 17 | 11 | 19 | -5 | -6 | 36
CCN1C=C(Cc2ccc(F)cc2)C2=C(C1)C(c1ccc(F)cc1)C(C#N)=C(N)O2 (centres undefined) | 0.9 | 6 | 6 | -9 | 3 | -6 | -3 | 9
CN(C(=O)c1cccc(C#N)c1)c1nnc(C2CCCO2)s1 (centres undefined) | -0.8 | 16 | -9 | -28 | 2 | 0 | -2 | 20
CCc1cc(=O)[nH]c(SCc2ccc(C)cc2)n1 | -0.5 | 17 | 19 | -5 | 16 | 9 | -5 | 17
O=C(O)CCn1nnc2ccccc21 | 1.7 | 5 | 25 | 7 | -5 | 4 | -1 | 0
Cc1noc(C)c1C1(O)CCCCCCCCCCC1 | -0.4 | 4 | -1 | 27 | 22 | 8 | -7 | 22
CC1(C)CC(=O)C(N=Nc2cc(Cl)c(Cl)c(Cl)c2)=C(O)C1 | 2.7 | 21 | 19 | 4 | 25 | -8 | 1 | 27
COc1ccc(NC(=O)C(Cc2ccccc2)n2cccc2)cc1 (centres undefined) | 0.4 | 32 | 4 | -3 | 21 | 1 | 0 | 34

5 of these compounds in a different format.
Each structure is followed by: CHOP UPR activ	TIM10 inh	697 NFkB inh	Mdm2-MdmX inh	tim10-1 inh	Jurkat NFkB inh	UPR XBP1 act	tim23-1 inh
> O=C(O)CCn1nnc2ccccc21
    1.7	5	25	7	-5	4	-1	0
> N#Cc1ccc(C(=O)OCC(=O)Nc2cccc(S(=O)(=O)N3CCCCC3)c2)cc1
    -2.1	9	8	7	-7	-6	-1	-1
> O=C1CCCN1CCCNCC(O)c1ccccc1 (centres undefined)
    3.6	11	-33	6	16	-55	-5	9
> O=C(NCc1ccco1)c1ccc(=O)[nH]n1
    -0.3	-1	-44	-14	19	-12	3	9
> CCCCN(C(=O)c1[nH]c(C)c(C(C)=O)c1C)c1c(N)n(CCCC)c(=O)[nH]c1=O
    1.6	-4	19	2	-4	7	-1	0

Continued:
SMILES | CHOP UPR activ | TIM10 inh | 697 NFkB inh | Mdm2-MdmX inh | tim10-1 inh | Jurkat NFkB inh | UPR XBP1 act | tim23-1 inh
O=C(c1ccc(Cl)c([N+](=O)[O-])c1)N1CCN(C(=O)c2ccco2)CC1 | 2.4 | -5 | 8 | 11 | -7 | -2 | -2 | 7
CCOC(=O)/C=C1/SCC(=O)N1CC(=O)Nc1cccc(F)c1 | 0.4 | 3 | 3 | 7 | 9 | 1 | 0 | 8
CC(=O)Oc1ccc2nc(-c3cccs3)oc(=O)c2c1 | 1.5 | 11 | 21 | -8 | 21 | 11 | 1 | 31
O=C(Nc1ccc(Br)cc1)c1ccccc1CC[N+](=O)[O-] | -0.6 | -13 | 12 | 7 | 15 | -8 | -3 | 0
CC(C)CCNC(=O)c1onc(CSc2ccccn2)c1C(=O)NCCC(C)C | -2.6 | 22 | -39 | -6 | 31 | -15 | -1 | 28
CC(=O)O[C@H]1C[C@@]2(C)[C@@H](C[C@@H](O)[C@H]3[C@@]4(C)CC[C@@H](O)[C@@H](C)[C@@H]4CC[C@@]32C)/C1=C(\CCC=C(C)C)C(=O)O | 0.5&-0.3 | 7&8 | 11&-10 | 28&13 | 7&-11 | 8&-5 | -8&-6 | -5&-3
C=CCn1c(SCc2cc(=O)n3ccsc3n2)nc2sc(C)c(C)c2c1=O | -1.7 | 18 | -8 | 5 | 7 | -14 | 4 | 8
O=C1C=CC(=O)N1c1ccc(Sc2ccc([N+](=O)[O-])cc2)cc1 | 1.9 | 38 | 10 | -22 | 27 | 7 | 0 | 21
COc1ccc(S(=O)(=O)Nc2cc(C)nn2-c2ccccc2)cc1 | 2.6 | -1 | -9 | 33 | -7 | 7 | -5 | 6
Cc1csc(=O)n1CC(=O)OCc1nnc(-c2ccc([N+](=O)[O-])cc2)o1 | 1.5 | -4 | 14 | -15 | 8 | 0 | 3 | 9
Nc1cc(C(=O)O)c(Oc2ccc(Cl)cc2Cl)cc1C(=O)O | -2.0 | -1 | 9 | -7 | -1 | 7 | -2 | 9
CCCCCC1(C)NC(=S)N(c2ccccc2)N1 (centres undefined) | 1.5 | -41 | 11 | 14 | -39 | 4 | -1 | -71
CCOC(=O)C1CCN(S(=O)(=O)c2cc(C(=O)N3CCCCC3)ccc2OC)CC1 | 0.5 | 1 | 11 | -28 | 15 | 10 | 1 | 6
CCC(C)[C@H](NC(=O)NC1CCN(Cc2ccccc2)CC1)C(=O)OC (some centres undefined) | 1.1 | 2 | 25 | 0 | 5 | -3 | -2 | -28
CC1CCCN(C(=O)CSc2nnc(-c3cccs3)o2)C1 (centres undefined) | 13 | -24 | -51 | -23 | 7 | -55 | -3 | 12
Cc1cc(C)nc(SCC(=O)Nc2ccc(S(=O)(=O)Nc3ncccn3)cc2)n1 | 1.6 | 0 | 7 | -30 | 0 | 6 | 0 | 10
COc1ccc(NC(=O)c2sccc2C)c([N+](=O)[O-])c1 | 5.4 | -16 | -76 | -63 | 13 | -34 | 4 | -3
COc1ccc(C(CNc2nc(-c3cccnc3)nc3ccccc23)N(C)C)cc1 (centres undefined) | -0.5 | 9 | 0 | 40 | 11 | -4 | 1 | 12
COc1ccc(-c2n[nH]c(=S)n2-c2ccccc2C)cc1OC | 1.4 | 8 | -11 | -2 | 14 | 15 | -1 | 16
COc1ccc(NC(=O)C2CCN(S(=O)(=O)c3cccc4cccnc34)CC2)cc1 | 0.1 | 3 | 14 | 4 | -11 | 2 | -5 | 0
S=C(NCCc1ccccn1)Nc1ccc(Cl)cc1Cl | 1.1 | 18 | -4 | -5 | 15 | 3 | 0 | 22
CCCc1cc(=O)n2c([nH]c3ccccc32)c1C#N | -0.5 | 9 | -23 | 8 | 9 | 14 | 3 | 25
CC(=O)c1cccc(N(C(=O)c2ccco2)C(C(=O)NC2CCCC2)c2cccs2)c1 (centres undefined) | 2.0 | 2 | 19 | 16 | 13 | 8 | 0 | 7
O=C(NC1CCCCC1)NC12CC3CC(CC(C3)C1)C2 | -0.1 | 20 | 14 | 4 | 14 | -9 | 0 | 4
COc1ccc(CCC(=O)Nc2ccc(S(=O)(=O)Nc3ncccn3)cc2)cc1 | 1.1 | 1 | 11 | 6 | 17 | 1 | 0 | 14
Other entries.
SMILES | CHOP UPR activ | TIM10 inh | 697 NFkB inh | Mdm2-MdmX inh | tim10-1 inh | Jurkat NFkB inh | UPR XBP1 act | tim23-1 inh
O=C(CCn1c(=S)oc2ccccc21)Nc1ccc2c(c1)OCCO2 | -0.3 | 1 | 17 | 16 | -3 | 2 | -3 | 10
CCC(=O)Nc1cc2c3c(c1)CCN3C(=O)CC2 | 4.7 | -13 | 0 | 9 | 17 | 8 | -7 | 4
COc1cccc(CNC(=O)Cn2ccc3cc(S(=O)(=O)N4CCCC4)ccc32)c1 | -3.0 | 7 | -3 | 22 | -7 | -5 | -5 | 9
CC(C)NS(=O)(=O)c1cc(F)ccc1CN1C(=O)c2cccnc2C1=O | -2.1 | -5 | -3 | 17 | 7 | -19 | 4 | 11
O=C1NC(=Nc2ccccc2Cl)S/C1=C\c1cc([N+](=O)[O-])ccc1O | 1.8 | 12 | 10 | 10 | 16 | 9 | -4 | 15
O=C(NCCN1CCCC1=O)Nc1ccccc1 | -1.4 | 3 | 10 | -1 | 6 | 11 | -2 | 3
CN1CCN(CC(O)COc2ccc(C(=O)O)cc2)CC1 (centres undefined) | 4.0 | -3 | 17 | 37 | -4 | 6 | -2 | 2
Cc1ccc(C)c(S(=O)(=O)N2CCCCC2CCNC(=O)C(=O)NCc2ccncc2)c1 (centres undefined) | 0.2 | 0 | 23 | 12 | 3 | -9 | -4 | 9
CCOC(=O)c1c(NC(=O)c2ccccc2N(C)S(=O)(=O)c2ccccc2)sc2c1CCCC2 | 3.0 | 2 | -4 | 55* | 12 | 26 | -2 | 14
N#C/C(=C\c1c(Cl)cccc1Cl)c1nn(-c2ccccc2)c(-n2cccc2)c1C#N | 3.3 | 20 | -21 | -8 | 19 | -11 | 3 | 20
Cc1ccc(N2C(=O)C3C(c4ccccc4)(C2=O)C3(c2ccccc2)c2ccccc2)cc1 (centres undefined) | 2.1 | 13 | 13 | 13 | 19 | -9 | 3 | 33
O=C(O)Cn1c(O)c(C2=c3ccccc3=NC2=O)sc1=O | -1.3 | -12 | -6 | 31 | 12 | -7 | -8 | 6
c1ccc(-c2nnc(CSc3nncs3)o2)cc1 | 0.6 | -9 | -39 | -2 | -8 | -30 | 0 | -3
Nc1nnc(SCC(=O)OCC(=O)Nc2ccccc2F)s1 | 0.4 | -13 | -8 | 0 | 2 | -10 | -2 | -5
CC(C)CCNC(=O)C(c1cccnc1)N(CCc1ccccc1)C(=O)Cn1nnc2ccccc21 (centres undefined) | 0.3 | -3 | -3 | 1 | 8 | -10 | -1 | 0
